GC-A act = GC-A (human) enzyme activation | P16066 | HEK293 GC-A cells, cGMP TR-FRET, EC30 ANP; 0% at EC30 ANP, 100% saturating ANP | activation, % at 10 µM | 370,000 compounds, 0.14% hits | AID 1671463; in the data active = activation above about 40%
DAX1 inh-1 = inhibitors of DAX1 repression of SF-1 activated StAR promoter; HEK293T StAR-luciferase reporter, SF-1/DAX-1 repression relief; AID 652010; 370,000 compounds, 1.1% hits; inhibition, % at 6.8 µM;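 active = inhibition above the mean over all tested compounds plus 3 SD, cut at about 3.6% in these data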;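 note: 0% = DAX-1 cells with DMSO and 100% = cells lacking DAX-1 with DMSO; higher inhibition means more luminescence from relief of DAX-1 repression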
DAX1 inh-2 = NR0B1 (DAX1) inhibition; HEK293 Gal4-DAX1 luciferase reporter, luminescence; inhibition, % at 6.75 µM; P51843; 340,000 compounds, 0.99% hits; AID 504766;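 active = inhibition above the mean over all tested compounds plus 3 SD, cut at about 4.2% in these data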;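 note: 0% = DAX1-transfected cells with DMSO and 100% = empty-vector control cells with DMSO; inhibition shows as a rise in luminescence from relieved DAX1 repression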
ssDAF-12 act = activates DAF-12 receptor from parasite S. stercoralis | HEK293 ssDAF-12/GRIP1 lit1-tk-luc reporter, luminescence; % of 3 µM dafachronic acid response | 370,000 compounds, 1% hits | activation, % at 6.8 µM;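 active = activation above the mean over all tested compounds plus 3 SD, cut at about 0.9% in these data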;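 note: 0% = DMSO-only wells and 100% = 3 µM delta7-dafachronic acid wells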
ADAM10 inh = ADAM10 inhibition, QFRET primary screen | recombinant ADAM10, EDANS/DABCYL FRET peptide cleavage, 3 h | inhibition, % at 7 µM | 370,000 compounds, 0.62% hits | AID 720582 | O14672;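 active = inhibition above a per-campaign cutoff equal to the mean of compounds falling between control-based bounds plus 3 SD, cut at about 20% in these data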;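 note: 0% = DMSO wells while the 100% control is not disclosed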
hgDAF-12 ag = agonists of H. glycines DAF-12 nuclear receptor; HEK293 GAL4-hgDAF12 UAS-luciferase reporter, agonist luminescence; normalized to butyrate control; 370,000 compounds, 1.8% hits; activation, % at 6.8 µM; AID 687014;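 active = activation above a cutoff set at the mean of all screened compounds plus 3 SD, cut at about 10% in these data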;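 note: 0% = DMSO wells and 100% = sodium butyrate wells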
hcDAF-12 act = activators of H. contortus DAF-12 nuclear receptor. HEK293 hcDAF-12 lit1-tk-luc reporter, luminescence; 0% DMSO, 100% Δ7-dafachronic acid. activation, % at 6.8 µM. 370,000 compounds, 1.4% hits. AID 652067;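 active = activation above the mean of all tested compounds plus 3 SD, cut at about 5.5% in these data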;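 note: 100% = response to 3 µM Δ7-dafachronic acid high control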
HGIII-sPLA2 inh = Blocks human group III sPLA2 activity | AID 743126 | QFRET BODIPY PC-A2 liposome hydrolysis, fluorescence | 370,000 compounds, 0.56% hits | inhibition, % at 12.2 µM;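 active = inhibition above mean plus 3 SD of compounds lying within the high and low control bounds, cut at about 19% in these data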;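 note: 0% = median of test compound wells and 100% = no enzyme DMSO wells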
SMARCA2 act = increases SMARCA2 function in MMTV reporter cells | MG213 cells, MMTV-luciferase reporter, dexamethasone, overnight | activation, % at 9.1 µM | 370,000 compounds, 1% hits | AID 652017; in the data active = activation above about 7.8%;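 note: 0% = vehicle wells and 100% = reference activator wells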
FXN GAA850 act = increases GAA850 frataxin promoter reporter activity. HEK293 lucGAA850 FXN promoter luciferase reporter, 24 h; percent of 10 µM SAHA response. activation, % at 6 µM. 360,000 compounds, 0.56% hits. AID 540364;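 active = activation above the average of all compounds screened plus 3 SD, cutoff fixed separately per campaign, cut at about 7.5% in these data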;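 note: 0% = DMSO wells and 100% = 10 µM SAHA wells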
NPR2 activator = GC-B (human) receptor activation. HEK293-GC-B cells, CNP EC30, cGMP TR-FRET; 0% at EC30 CNP, 100% saturating CNP. activation, % at 10 µM. 370,000 compounds, 0.11% hits. AID 1920062;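 active = activation at 10 µM reaching about 35% in either raw or pattern-adjusted values, limit read from the data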
Target sequence (P20594 whole entry, looked up): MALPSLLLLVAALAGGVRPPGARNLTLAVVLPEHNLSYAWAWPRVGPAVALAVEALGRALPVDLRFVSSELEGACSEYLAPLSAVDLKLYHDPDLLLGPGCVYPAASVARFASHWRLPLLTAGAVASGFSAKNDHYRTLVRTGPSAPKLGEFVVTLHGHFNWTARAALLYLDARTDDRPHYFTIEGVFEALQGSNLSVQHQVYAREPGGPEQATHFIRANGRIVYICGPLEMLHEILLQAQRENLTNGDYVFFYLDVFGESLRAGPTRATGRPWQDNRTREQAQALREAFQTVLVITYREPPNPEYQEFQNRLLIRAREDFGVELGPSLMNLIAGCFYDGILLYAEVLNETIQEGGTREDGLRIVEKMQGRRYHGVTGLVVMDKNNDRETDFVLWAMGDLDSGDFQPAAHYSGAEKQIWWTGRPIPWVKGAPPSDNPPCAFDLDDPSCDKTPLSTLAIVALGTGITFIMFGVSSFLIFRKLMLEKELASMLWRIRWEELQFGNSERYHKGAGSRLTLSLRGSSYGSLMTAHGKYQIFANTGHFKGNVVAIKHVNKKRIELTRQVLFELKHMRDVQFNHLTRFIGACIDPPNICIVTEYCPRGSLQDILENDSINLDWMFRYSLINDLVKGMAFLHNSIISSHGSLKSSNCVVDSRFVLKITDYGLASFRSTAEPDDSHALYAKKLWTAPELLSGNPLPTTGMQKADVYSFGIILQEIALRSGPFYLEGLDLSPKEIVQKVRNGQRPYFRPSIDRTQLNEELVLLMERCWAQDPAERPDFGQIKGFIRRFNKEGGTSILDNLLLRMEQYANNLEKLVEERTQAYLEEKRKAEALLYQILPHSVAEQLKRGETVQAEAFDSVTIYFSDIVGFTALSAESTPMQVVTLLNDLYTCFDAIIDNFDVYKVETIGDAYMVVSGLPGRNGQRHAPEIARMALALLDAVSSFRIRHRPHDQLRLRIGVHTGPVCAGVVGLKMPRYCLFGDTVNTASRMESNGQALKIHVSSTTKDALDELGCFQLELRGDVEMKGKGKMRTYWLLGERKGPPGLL
* marks the source's active call; other numbers are inactive results; . = not tested or not shown.

SMILES	GC-A act	DAX1 inh-1	DAX1 inh-2	ssDAF-12 act	ADAM10 inh	hgDAF-12 ag	hcDAF-12 act	HGIII-sPLA2 inh	SMARCA2 act	FXN GAA850 act	NPR2 activator
COc1ccc(/C=C/C(=O)OCC(=O)Nc2ccc3[nH]c(=O)[nH]c3c2)cc1OC	-2	-0.2	-0.4	-0.8	-108	1.2	-1.6	2	-3	-0.6	-1
CCOC(=O)C1=C(COC(=O)c2cc([N+](=O)[O-])ccc2Cl)NC(=O)NC1C (stereo unspecified)	-1	-0.1	1.4	-0.7	-8	-2.6	-1.1	-4	-2	1.9	-1
OCC1(Cc2ccccc2)CCN(Cc2cc3ccccc3o2)CC1	-6	-0.4	0.5	-1.0	0	1.4	0.5	-13	0	-2.0	-1
CS(=O)(=O)c1ccccc1C(=O)N(CCC1=CCCCC1)c1c(N)n(Cc2ccccc2)c(=O)[nH]c1=O	1	-2.4	-1.2	-1.4	6	-2.4	0.3	-11	0	-0.5	3
CCC(=O)NC(NC(=S)Nc1cccc2cccnc12)C(Cl)(Cl)Cl (stereo unspecified)	3	-0.9	0.8	-1.5	2	-4.7	-0.2	-14	-4	1.5	-3
O=C1NC(SCCCF)=N/C1=C/c1ccc(-n2cncn2)cc1	-3	0.1	-1.9	-1.8	-10	-3.9	-0.6	3	-1	0.1	-6
CCOc1ccc(-n2ccnc(SCC(=O)NCCc3ccccc3)c2=O)cc1	1	-1.4	-0.1	-1.3	-80	0.9	-0.8	2	-2	0.9	-3
Cc1ccsc1C1C(C#N)=C(N)OC2=C1C(=O)CC(C)(C)C2 (stereo unspecified)	2	0.0	0.0	0.0	-3	-1.7	-0.2	17	-4	2.4	1
CC1=C(C(=O)N(C)C)CC(CC(=O)NCCCN(C)C)C(=O)N1Cc1ccc(F)cc1 (stereo unspecified)	1	0.3	.	-0.5	2	2.3	-0.3	6	-1	.	-1
Cc1cc(C)c(NC(=O)CN2C(=O)NC3(CCCc4ccccc43)C2=O)c(Cl)c1 (stereo unspecified)	1	1.6	-0.5	-1.0	-6	-2.9	-0.6	9	-1	-0.3	2
Cc1ccc(Nc2ccc([N+](=O)[O-])ccc2=O)cc1	3	-0.7	0.9	-0.8	-4	-0.3	0.5	7	-2	2.5	0
Cc1ccn2c(=O)nc(SCC(=O)N3CCCc4ccccc43)nc2c1	0	-2.0	0.3	-0.9	-2	-0.8	-0.3	-4	0	0.1	-1
COc1ccc(OCCNc2c([N+](=O)[O-])c(=O)oc3ccccc23)cc1	0	-0.8	-3.3	-1.9	3	-2.4	-0.5	-14	-4	-1.8	2
CCOC(=O)c1sc(N2C(=O)C(O)=C(C(=O)c3ccc(C)o3)C2c2cccc([N+](=O)[O-])c2)nc1C (stereo unspecified)	-4	-2.3	0.5	-1.1	7	-0.8	-0.8	-6	4	3.6	-2
O=C1CCC(=O)N1CN(Cc1ccco1)CN1C(=O)CCC1=O	1	0.6	-0.1	-0.9	5	2.6	-2.6	4	-6	1.4	6
Cn1c(=O)c2c(O)cc(=O)[nH]c2n(-c2ccccc2)c1=O	-1	0.3	1.2	-0.7	0	1.3	0.6	-1	7	1.3	2
O=C(CCc1nnc(Cc2ccc(-c3ccccc3)cc2)o1)NCCc1ccccn1	-3	0.4	0.9	-2.1	-1	0.4	-1.3	-6	-1	0.8	4
O=C(NC(NCC1CCCO1)C(Cl)(Cl)Cl)c1cccc2ccccc12 (stereo unspecified)	-6	-0.2	0.3	0.0	-4	1.4	-2.4	-10	-3	1.2	0
Cc1ccc(S(=O)(=O)N2CCN(C(=O)N(c3ccccc3)c3ccccc3)CC2)cc1	1	0.1	-1.1	-1.7	-1	-1.7	-2.1	0	-1	-0.9	2
CC(C)c1ccc(CNC(=O)C(=O)NCC2CCCO2)cc1 (stereo unspecified)	6	-0.3	1.6	-0.6	0	-3.9	-1.0	5	1	1.9	2

Part of the list above, limited to hgDAF-12 ag and DAX1 inh-1:
canonical_smiles	hgDAF-12 ag	DAX1 inh-1
Cn1c(=O)c2c(O)cc(=O)[nH]c2n(-c2ccccc2)c1=O	1.3	0.3
O=C(CCc1nnc(Cc2ccc(-c3ccccc3)cc2)o1)NCCc1ccccn1	0.4	0.4

The list continues.
SMILES	GC-A act	DAX1 inh-1	DAX1 inh-2	ssDAF-12 act	ADAM10 inh	hgDAF-12 ag	hcDAF-12 act	HGIII-sPLA2 inh	SMARCA2 act	FXN GAA850 act	NPR2 activator
NC(=O)c1ccc(NC(=O)CSc2nnc(-c3ccncc3)n2Cc2ccco2)cc1	-2	-0.3	.	-1.1	-1	2.3	-0.4	-3	-2	-0.1	6
Cc1ccc(NC(=O)c2ccc(NCCCN3CCC(C)CC3)c([N+](=O)[O-])c2)cc1F	-4	-0.6	-0.8	-1.7	2	-1.7	-0.9	-5	5	1.8	-3
CCCCNC(=O)c1nc(C2CCN(S(=O)(=O)c3ccc(OC(F)(F)F)cc3)CC2)oc1-c1ccccc1	-2	-0.5	.	-0.8	-8	-3.5	-1.1	0	2	.	0
COc1ccccc1CC(=O)Nc1cc(C)on1	5	0.5	1.9	-1.4	-14	0.1	2.1	3	-2	-2.0	2
CC[C@]1(c2ccccc2C)ON(c2ccccc2C(F)(F)F)C1=O	-3	-0.3	0.1	-1.0	3	-1.1	-1.5	11	0	-0.2	-1
O=C(Nc1ccc2[nH]ncc2c1)c1ccccc1Cl	3	1.2	-1.4	-1.0	1	13*	1.0	5	3	1.9	5
Oc1cccc2ccc(Nc3ccccn3)nc12	5	-1.3	-2.5	-1.6	60*	-4.9	-0.8	-3	-5	-0.4	2
CCN(CC)c1nc(C)nc2c1sc(=S)n2C	1	-1.0	0.3	-1.8	-4	-2.5	-1.9	0	-2	0.8	3
O=C(CN1C(=O)c2ccccc2S1(=O)=O)Nc1ccccc1	.	0.3	0.1	-1.2	-6	-0.8	-1.9	-5	1	-0.6	.
O=C(CCNS(=O)(=O)c1ccc(OC(F)(F)F)cc1)NCCc1c[nH]c2ccccc12	-3	-1.0	-0.4	-0.9	-6	-0.8	1.4	-84	-2	1.4	-3
C=CCc1cc(/C=C2/NC(=S)NC2=O)cc(OC)c1O	-5	-0.7	1.4	-1.3	-4	-0.3	-1.4	-5	0	3.3	-11
Cc1cc(C)cc(Nc2ccc([N+](=O)[O-])nc2[N+](=O)[O-])c1	-1	0.3	0.6	-1.4	0	-2.1	0.0	-1	5	-0.7	2
COc1ccc(-c2nc(CS(=O)(=O)CC(=O)NCc3cccc(F)c3)c(C)o2)cc1	-12	0.7	0.4	-1.3	-6	-0.2	-1.4	-6	1	1.9	-7
O=C(Nc1ccc(Br)c2ccccc12)c1ccc2ccccc2c1O	13	-1.4	-2.4	-2.1	-24	-7.0	-2.3	-15	-7	-2.5	0
Cc1cc(-c2nn(-c3ccccc3F)cc2CNCCc2cnc[nH]2)c(C)s1	-2	0.8	3.5	-0.9	4	-0.2	-2.1	-21	-3	1.8	-1
Cc1cc(C)cc(NC(=S)N=Nc2c(O)n(C)c3ccc(S(=O)(=O)N4CCOCC4)cc23)c1	-7	-0.6	-0.7	-1.4	0	-4.3	2.5	4	-3	0.3	2
CCOC(=O)C1=C(CC)Nc2ccccc2N=C1NC(=O)Cn1cnc2ccccc2c1=O	-1	-0.2	-0.5	-1.2	1	2.4	-1.4	0	-2	-1.6	-5
COc1ccc(Cc2nnc3n2N=C(c2cc4ccccc4o2)CS3)cc1OC	9	0.4	1.6	-0.4	3	-0.3	-0.1	-22	4	6.8	9
Cc1cnc(C(=O)OCC(=O)NC23CC4CC(CC(C4)C2)C3)cn1	1	-0.1	1.2	-1.8	-5	-0.5	-1.3	5	-4	-0.9	-2
CCN(Cc1ccccc1)C(=O)CCS(=O)(=O)c1ccc2c(c1)oc(=O)n2C	1	0.5	-0.1	-1.2	8	-0.8	2.0	-1	-2	-1.8	5
CCN(CCCNC(=O)CCCn1c(=O)[nH]c2ccccc2c1=O)c1cccc(C)c1	-10	-0.1	-1.3	-1.3	-2	-0.1	-1.1	-2	-1	-0.4	-12
Cc1cc(N2C(=O)C(O)=C(C(=O)c3cc4ccccc4o3)C2c2cccc(Cl)c2)no1 (stereo unspecified)	12	-0.3	-0.6	0.0	-3	-0.1	3.0	-15	7	0.4	-4
CC(=O)N1C(=O)C2(Nc3ccccc3N2)c2ccccc21	0	-0.9	0.6	-0.5	-25	-0.2	0.2	-10	0	1.4	3
CCOc1ccc(NC(=O)N2CCC(NC(=O)C(Cc3ccccc3OC)NC(C)=O)CC2)cc1 (stereo unspecified)	6	0.3	0.1	-1.4	-2	-1.0	-0.1	3	1	1.7	-1
O=C(N/N=C1\CCCc2ccccc21)C(O)c1ccccc1 (stereo unspecified)	5	-0.4	-0.3	0.9	-2	2.8	1.1	0	0	1.6	-2
CN(Cc1nc(-c2cnccn2)no1)Cc1n[nH]c2c1CCCCC2	0	-0.4	0.1	-0.9	5	1.1	-1.9	2	-2	0.2	-3
CC(C)NC(=O)N(C)C[C@H]1Oc2ccc(NC(=O)Nc3ccc4c(c3)OCO4)cc2C(=O)N([C@H](C)CO)C[C@@H]1C	-2	0.2	-0.2	-1.2	-5	1.9	0.7	5	-1	-0.2	1
COc1cccc(-c2cc(C(=O)N3CCN(Cc4ccc5c(c4)OCO5)CC3)on2)c1	5	0.8	2.5	-1.3	-4	0.1	-1.9	-10	-2	-0.2	9
Cc1nn(-c2ccccc2)c2sc(C(=O)OC3CCOC3=O)cc12 (stereo unspecified)	11	0.0	-0.5	-0.2	-387	1.9	2.1	-2	0	0.1	-14
COc1cccc(N2CCN(C(=O)CN(c3ccc(C)cc3)S(=O)(=O)c3c(C)n[nH]c3C)CC2)c1	-3	-1.1	0.6	-1.0	-5	-1.1	-0.9	-4	-1	-1.7	-4
Cc1ccc(/C=N\n2c(-c3ccccc3)n[nH]c2=S)s1	1	0.0	-0.1	-0.8	6	0.1	-1.8	0	0	0.9	-6
Cc1cccc(-c2noc(CNC(=O)c3ccoc3C)n2)c1	-1	-0.4	0.2	-0.8	-3	-1.9	0.3	3	-2	0.2	1
c1cc2c3c(cccc3c1)NC1(CCCCCC1)N2	-4	-0.4	-1.3	-0.3	-5	1.6	-1.3	15	-2	0.7	-3
Cc1cc[n+]2n1CC(O)C2 (stereo unspecified)	-2	-0.5	.	-0.8	-2	0.7	1.8	6	-3	0.7	2
CC(=O)OC(COc1ccc(F)cc1)Cn1cnc2ccccc21 (stereo unspecified)	-5	-0.2	-0.7	-0.5	3	3.8	-2.0	-2	0	1.6	-2
O=C(Nc1ncccc1O)c1ccc(Cl)c(S(=O)(=O)N2CCCCCC2)c1	0	0.6	-1.5	-1.1	-5	-1.1	-0.6	-30	-2	0.9	-6
CN(Cc1cccc(-n2cccn2)c1)Cc1cn(C)nc1-c1ccccc1F	-5	0.1	0.1	-1.8	3	3.7	-1.1	-2	0	1.0	-3
